EPAC1 antag – blocks human EPAC1 exchange factor | O95398 | EPAC1 GEF assay, Rap1b-BODIPY-GDP exchange fluorescence | Potency, µM (top dose mostly 115 µM), for inactives: top-dose activity change, negative = inhibition, most hits filed as inhibitors | 360,000 tested, 0.14% active;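 further: potency means the concentration at half of the fitted maximal effect; plate controls were vehicle for no effect and positive control for full effect; nearly all actives have a fitted effect of over 50% in size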
PI5P4K alpha inh – inhibitors of human PI5P4K alpha; P48426; PI5P4Kalpha enzyme, ADP-Glo luminescence, 60 min; stronger effect = lower value; max response, %; 330,000 tested, 1.2% active; AID 652105; active means max response of -50% or lower; inconclusive means between -30% and -50%; inactive means -30% or higher; further: value at the top dose of about 77 µM; on the % scale 0 is the no-effect control and ±100 the full control effect
Target sequence (P48426 whole entry, looked up): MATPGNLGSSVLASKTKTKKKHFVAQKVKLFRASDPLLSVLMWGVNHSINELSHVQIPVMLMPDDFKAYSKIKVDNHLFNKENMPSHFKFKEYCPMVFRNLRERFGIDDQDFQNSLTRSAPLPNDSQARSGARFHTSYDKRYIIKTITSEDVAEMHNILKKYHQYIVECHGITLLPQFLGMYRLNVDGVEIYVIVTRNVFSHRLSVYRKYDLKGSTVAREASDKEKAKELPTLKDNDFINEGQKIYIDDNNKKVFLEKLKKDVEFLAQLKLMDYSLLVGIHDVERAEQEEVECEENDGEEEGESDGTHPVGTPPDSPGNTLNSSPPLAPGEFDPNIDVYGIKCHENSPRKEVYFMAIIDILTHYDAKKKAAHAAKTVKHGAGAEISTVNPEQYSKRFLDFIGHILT
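Compounds were pin-transferred onto PI5P4Kalpha and substrate in HEPES pH 7.4 buffer with EGTA, CHAPS and 5% DMSO. ATP (5 microM final) started the reaction, which ran 60 minutes at room temperature before ADP-Glo detection.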
PLK1 PBD inh – inhibitors of human PLK1 polo-box domain binding; 360,000 tested, 2.8% active; Plk1 PBD binding of FITC phosphopeptide, fluorescence polarization; AID 720504; Potency, µM, for inactives: max response, negative = inhibition, most hits filed as inhibitors; further: potency means the concentration at half of the fitted maximal effect; series mostly up to about 57 µM; on the % scale 0 is the no-effect control and ±100 the full control effect; nearly all actives have a fitted effect of over 65% in size
Target sequence (P53350 whole entry, looked up, the tested form may be a part): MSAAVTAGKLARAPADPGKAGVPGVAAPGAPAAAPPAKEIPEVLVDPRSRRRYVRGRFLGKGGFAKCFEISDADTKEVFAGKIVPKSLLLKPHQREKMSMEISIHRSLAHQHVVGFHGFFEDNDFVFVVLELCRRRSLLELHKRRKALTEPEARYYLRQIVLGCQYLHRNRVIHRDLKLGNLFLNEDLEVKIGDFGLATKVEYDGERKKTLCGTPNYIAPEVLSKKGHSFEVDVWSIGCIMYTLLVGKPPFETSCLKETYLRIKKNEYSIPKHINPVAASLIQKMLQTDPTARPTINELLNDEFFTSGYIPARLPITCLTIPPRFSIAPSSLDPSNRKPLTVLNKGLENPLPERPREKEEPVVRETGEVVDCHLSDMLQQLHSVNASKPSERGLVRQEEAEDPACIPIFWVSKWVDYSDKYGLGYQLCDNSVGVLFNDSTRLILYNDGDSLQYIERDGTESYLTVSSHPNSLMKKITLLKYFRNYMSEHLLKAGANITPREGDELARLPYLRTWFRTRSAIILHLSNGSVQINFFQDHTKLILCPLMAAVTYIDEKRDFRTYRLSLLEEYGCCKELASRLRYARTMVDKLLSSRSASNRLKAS
WRN inhibitor – WRN helicase (human) inhibition. WRN helicase unwinding, fluorescent forked duplex, kinetic. Potency, µM (top dose mostly 114 µM), for inactives: top-dose activity change, negative = inhibition, usual class: inhibitors. 360,000 tested, 0.46% active. AID 651768; further: potency means the concentration at half of the fitted maximal effect; on the % scale 0 is the no-effect control and ±100 the full control effect; nearly all actives have a fitted effect of over 55% in size
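Screening of the MLSMR collection measured strand separation of a quenched forked DNA duplex (100 nM) by 20 nM WRN with 2 mM ATP, all final. Compounds were preincubated with enzyme 15 min at room temperature.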
CCT modulator – changes cytosolic chaperonin activity. activity change, % (no concentration beside the values), hits read low. 360,000 tested, 0.3% active. purified chaperonin ATPase assay, HTRF ADP detection, 30 min. AID 651819; in the data active means activity change below about -30%; further: on the % scale 0 is the no-effect control and ±100 the full control effect
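Nucleotide hydrolysis assay: TRiC at 20–40 nM final (set by batch activity) with 10 uM ATP, 30 min at 37 °C, in presence of 76 uM compound. Detection by competitive ADP HTRF, 30 min ambient.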
MmCpn inh – M. maripaludis TRiC chaperonin inhibition | 330,000 tested, 0.031% active | purified Mm-Cpn ATPase, ADP Transcreener TR-FRET | Potency, µM (highest dose often 76.9 µM), for the others: at the top dose activity, negative = inhibition, most hits filed as inhibitors; further: potency means the concentration at half of the fitted maximal effect; on the % scale 0 is the no-effect control and ±100 the full control effect; nearly all actives have a fitted effect of over 80% in size
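Purified archaeal chaperonin (25 nM final) was preincubated with compound for 10 min at 37°C, then ATP (10 uM final) was added for 30 min at 37°C in Tris pH 7.4/KCl/MgCl2/DTT buffer. ADP was quantified by HTRF Transcreener TR-FRET.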
EPAC2 antagonist – antagonists of human EPAC2; EPAC2 GEF exchange of Rap1B-BODIPY-GDP, fluorescence; Potency, µM (doses to about 114 µM), inactives show at the top dose activity, negative = inhibition, hits mostly inhibitors; 360,000 tested, 0.18% active; further: potency means the concentration at half of the fitted maximal effect; on the % scale 0 is the no-effect control and ±100 the full control effect; nearly all actives have a fitted effect of over 45% in size; many of its hits are not listed in these tables
EPAC1 agonist – agonists of human EPAC1; O95398; EPAC1 agonist qHTS, biochemical assay; response scale: 100% = response to 6.5 mM cAMP; Potency, µM (series often up to 154 µM), for the others: top-dose activation, hits mostly activators; 360,000 tested, 0.073% active; AID 720707; further: potency means the concentration at half of the fitted maximal effect; nearly all actives have a fitted effect of over 60% in size
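Compounds were pinned as a concentration titration into mixtures of EPAC1 (100 nM), BODIPY-GDP-loaded Rap1B (250 nM) and GDP (50 uM). After 5 min at room temperature, fluorescence was followed for 30 min; activity was scaled to 6.5 mM cAMP.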
* hit, by the source's call; u = inconclusive; x = no result given; [ ] = another dose, or the depositor's remark. Unless noted, the call rests on the fitted dose curve; in most records, active means well fitted curve in the direction sought with a large enough effect; inconclusive means small, poorly fitted or top-dose-only effect, or another doubt; inactive means no such curve, though single readings can be large; an effect the other way counts as inactive or inconclusive. This is a subset; the hit share may differ from the screen's.

SMILES	EPAC1 antag	PI5P4K alpha inh	PLK1 PBD inh	WRN inhibitor	CCT modulator	MmCpn inh	EPAC2 antagonist	EPAC1 agonist
O=C(NNS(=O)(=O)c1ccccc1)c1cccc(F)c1	-28%	4	-8%	0%	0.3	-10%	-2%	-3%
CCN(CC)CCCNC(=S)N1CCn2c(nc3ccccc32)C1	-27%	-2	-12%	3%	-1.8	1%	-3%	-1%
COc1ccc(CCC(C)NCc2ccc(F)cc2)cc1 (centres undefined)	-5%	5	-6%	3%	0.2	1%	2%	2%
O=S(Cc1ccc(Br)cc1)Cc1nnc(SCc2ccc(Cl)cc2)n1-c1ccccc1 (centres undefined)	4%	-3	-3%	-8%	-2.3	-1%	-8%	23%
Cc1ccc(Cn2nnnc2CN2CCC(NC(=O)C(C)(C)C)CC2)cc1	-23%	11	-15%	5%	-3.3	-3%	3%	2%
O=C(c1ccco1)c1cc2c(ccc3ccccc32)oc1=O	0%	x	-4%	-9%	0.4	1%	5%	0%
COC(=O)Cc1c(C)nc2nc(NCc3ccccc3OC)[nH]n2c1=O	5%	10	-3%	6%	-0.7	0%	3%	-5%
Cn1c(C=O)c(-c2ccc3c(c2)OCCO3)c2ccccc21	-7%	0	-6%	-1%	-2.3	-8%	-10%	15%
O=C(Nc1cccnc1)c1ccc(NC(=O)c2ccco2)cc1	4%	-4	3%	1%	0.7	-1%	6%	-6%
C[C@H]1CN([C@@H](C)CO)C(=O)c2cccc(NC(=O)C3CC3)c2O[C@H]1CN(C)C(=O)Nc1ccc2c(c1)OCO2	7%	-2	-9%	2%	-13	-7%	1%	-2%
O=C(NCC(=O)N1CCN(c2ccccc2O)CC1)c1ccc(Br)o1	-15%	3	0%	0%[11.6 µM]	0.9	1%	-4%	4%
COc1ccc(-c2nnc3sc(COc4ccc(C)cc4)nn23)cc1	-7%	2	-2%	2%	-2.4	-3%	5%	-1%
CSc1nnc(-c2ccc(F)cc2)o1	11%	x	-4%	-8%[57.1 µM]	2.3	1%	9%	1%
O=C(O)C1CCCN(C(=O)c2cccc3ccccc23)C1 (centres undefined)	12%	0	-4%	11%	1.1	0%	-6%	-1%
COc1ccc(N(C)S(=O)(=O)c2cccc(C(=O)OC(C(=O)Nc3cc(C)cc(C)c3)c3ccccc3)c2)cc1 (centres undefined)	-1%	-3	-5%	-1%	-2.6	-2%	1%	0%
Cc1c(C)c2cc(Cl)c(OCc3nn[nH]n3)cc2oc1=O	-6%	-15	-7%	-19%	-0.5	-2%	0%	1%
Cc1cccc2c(CCNC(=O)c3ccc([N+](=O)[O-])cc3)c[nH]c12	-17%	7	-4%	-10%	1.7	-2%	16%	0%
COc1ccc(Cl)cc1NC(=O)CN(C)C(C)C(=O)NC(=O)NC1CCCCC1 (centres undefined)	-17%	10	-2%	-5%	-0.3	-5%	-7%	u
Cc1ccc(CCC(=O)Nc2nccs2)o1	-2%	x	-3%	-3%	2.0	1%	5%	4%
Cc1cc(C)c(S(=O)(=O)Nc2ccc3[nH]c(=O)[nH]c3c2)c(C)c1	17%	3	3%	3%	2.2	-3%	u	-3%

Gathered by group, the compounds so far containing a Cl atom
SMILES	EPAC1 antag	PI5P4K alpha inh	PLK1 PBD inh	WRN inhibitor	CCT modulator	MmCpn inh	EPAC2 antagonist	EPAC1 agonist
O=S(Cc1ccc(Br)cc1)Cc1nnc(SCc2ccc(Cl)cc2)n1-c1ccccc1 (centres undefined)	4%	-3	-3%	-8%	-2.3	-1%	-8%	23%
Cc1c(C)c2cc(Cl)c(OCc3nn[nH]n3)cc2oc1=O	-6%	-15	-7%	-19%	-0.5	-2%	0%	1%
COc1ccc(Cl)cc1NC(=O)CN(C)C(C)C(=O)NC(=O)NC1CCCCC1 (centres undefined)	-17%	10	-2%	-5%	-0.3	-5%	-7%	u

(list continues)
SMILES	EPAC1 antag	PI5P4K alpha inh	PLK1 PBD inh	WRN inhibitor	CCT modulator	MmCpn inh	EPAC2 antagonist	EPAC1 agonist
Cc1ccc(-n2cnc3c(sc4nccc(N(C)C)c43)c2=O)cc1	-8%	-3	-7%	8%	-12	-1%	5%	3%
CC(C)(CO)NS(=O)(=O)c1ccc2c(c1)Cc1cc(S(=O)(=O)NC(C)(C)CO)ccc1-2	7%	0	7%	-2%	0.3	0%	-1%	8%
O=C(Nc1nnc(-c2ccccc2F)s1)Nc1ccccc1F	-11%	-2	-14%	-7%	-0.2	0%	-5%	-2%
CC(OC(=O)CCOc1ccccc1)C(=O)Nc1ccc(Cl)cn1 (centres undefined)	-1%	-4	-3%	-8%	0.0	3%	-4%	0%
COCCN(C(=O)CN1CCc2ccccc21)c1c(N)n(Cc2ccccc2)c(=O)[nH]c1=O	9%	-7	2%	4%	0.1	2%	3%	-13%
Cn1c(N)c(C(=O)c2ccc(F)cc2F)c(=O)n(C)c1=O	-9%	2	1%	-6%	0.8	0%	4%	5%
O=C(CCCN1C(=O)c2ccccc2C1=O)NC1=NCCS1	-3%	0	-4%	-10%	-2.3	1%	13%	1%
CC(C)c1ccc(C=NNc2ccc([N+](=O)[O-])cn2)cc1	-14%	13	-7%	9%	-1.5	x	-3%	2%
Cc1cccc(OCC(=O)NC(=S)Nc2ccccc2N2CCOCC2)c1	-3%	4	2%	-23%	-3.0	-2%	-5%	18%
CCNc1nc2ccccc2[nH]1	7%	-4	-23%	5%	-3.0	-1%	1%	-2%
O=C(O)CCc1ncc(C(F)(F)F)cc1Cl	-6%	-2	-2%	2%	0.4	1%	-6%	10%
CCCCS(=O)(=O)NC1=NCN(CC)CN1	7%	x	-4%	-2%	-1.0	1%	-2%	11%
O=C(CCN1CCOCC1)c1ccc(N2CCCCC2)cc1	-9%	-22	-17%	-2%	0.6	-1%	-3%	7%
COc1cc(OC)cc(-c2c(-c3cccs3)c3cc(Br)ccc3n2C)c1	-12%	14	-3%	1%	-0.5	-30%	-13%	0%
COc1cccc(C(=O)N2CCOCC2)c1OC	2%	-7	-16%	2%	-3.3	1%	7%	10%
Cc1cccc(-c2nnc(SCC#N)n2-c2cccc(Cl)c2)c1	-8%	-5	-6%	-9%	1.7	0%	-3%	7%
CN1CCN(C(=O)c2ccc3c(c2)N(Cc2ccccc2F)C(=O)c2ccccc2S3=O)CC1 (centres undefined)	5%	2	-4%	7%	-0.2	-4%	13%	-2%
CCOC(=O)/C=C1/SCC(=O)N1Cc1ccc(Br)cc1	-6%	5	-4%	5%	-2.5	x	-7%	-5%
COc1ccc2[nH]c(=O)c(CN(c3ccccc3OC)S(=O)(=O)c3ccccc3)cc2c1	-4%	-7	1%	-7%	-1.1	-10%	11%	6%
COc1cc(C(N)=O)cc(Br)c1OCc1ccccc1	-6%	4	-9%	1%	-1.1	-2%	0%	-5%
Cc1cccc(NC(=O)CCC(=O)NCCO)c1	u	x	0%	-2%	3.0	-4%	-2%	3%
O=C(Nc1ccccc1F)c1ccc(S(=O)(=O)NCC2CCCO2)cc1 (centres undefined)	2%	x	2%	-1%	0.3	-5%	8%	4%
O=C(/C=C/[C@H]1O[C@@H](n2cnc3c(NC(=O)c4ccccc4)ncnc32)[C@H](O)[C@@H]1O)NC1CCCCC1	18%	-1	3%	6%	-0.2	x	7%	-1%
CCCC(=O)N1CCC1(C)C(=O)NS(=O)(=O)c1cccs1 (centres undefined)	3%	-2	-5%	-9%	0.6	x	3%	3%
CCN(CC)S(=O)(=O)c1cccc(C(=O)OCc2cc(=O)n3nc(C)sc3n2)c1	-5%	x	-3%	-6%	-0.2	-11%	-12%	1%
O=S1(=O)c2c(Oc3cccc4ccccc34)cccc2OC(COCc2ccccc2)CN1C1CCCC1 (centres undefined)	-5%	3	-9%	-4%	-0.5	x	3%	-4%
O=C(Nc1ccc(F)cc1)N[C@@H]1CC[C@@H](CCn2cc(-c3ccc(F)cc3)nn2)O[C@@H]1CO	14%	4	6%	-18%	x	x	-24%	-10%
O=[N+]([O-])c1ccc(S(=O)(=O)N2CCN=C2SCc2ccc(F)cc2)cc1	18%	1	-9%	1%	-1.9	2%	5%	5%
COc1ccccc1CNc1nc(SC)ncc1CO	12%	2	7%	-3%	0.1	1%	14%	-1%
CCOc1ccc2nc(NC(=O)CN3CCC(n4nnc5cc(F)ccc54)CC3)sc2c1	-18%	3	-5%	-21%	-1.5	-6%	-11%	9%
CN(C)c1ccc(/C=N/NC(N)=S)cc1[N+](=O)[O-]	-4%	-13	-25%	-1%	0.6	-10%	2%	-4%
CC1(C(=O)NS(=O)(=O)c2ccc(Cl)cc2)CCN1C(=O)C1CCCCC1 (centres undefined)	-9%	0	-5%	6%	-0.2	x	-6%	0%
COc1cc(/C=C/C(=O)OCC(=O)NCC(=O)Nc2cccc(C)c2C)ccc1OC(F)F	-4%	2	4%	7%	0.9	-1%	4%	-7%
CCc1cc(=O)oc2cc(C)cc(OCC(=O)NCC3CCC(C(=O)O)CC3)c12 (centres undefined)	-9%	1	-11%	3%	-0.1	1%	11%	-6%
CC(C)(C)NC(=O)COc1ccccc1C#N	-4%	4	-11%	-7%	0.2	-1%	u	2%
O=C(c1[nH]ncc1-c1ccccc1)C1CO1 (centres undefined)	0%	-10	-3%	2%	0.5	1%	11%	-3%
COc1ccc(CN2CCN(S(=O)(=O)c3ccccc3)CC2)c(OC)c1	0%	x	4%	7%	1.3	-5%	12%	-2%
CN(Cc1ccccc1)C(=O)c1[nH]cnc1C(=O)NCc1ccc(CNC(=O)OC(C)(C)C)cc1	-23%	-3	-1%	-7%	-2.1	2%	-8%	7%
O=C(CSc1nnc(-c2ccc(Cl)cc2Cl)n1C1CCCCC1)NC1CCS(=O)(=O)C1 (centres undefined)	-3%	x	-10%	-6%	0.7	2%	-3%	17%
N#CC1(NC(=O)COc2ccc(S(=O)(=O)N3CCCC3)cc2[N+](=O)[O-])CCCCC1	-3%	0	4%	-2%	0.8	1%	7%	9%
COCCOc1ccc(C(F)(F)F)cc1NC(=O)Cc1ccc(S(=O)(=O)N2CCOCC2)s1	2%	14	-2%	-4%	-0.7	-4%	2%	2%
Cc1ccc(NC(=O)c2ccc(OC(=O)c3cc4ccccc4o3)cc2)cc1	6%	-8	-17%	2%	0.7	0%	5%	-6%
CCOC(=O)Cc1nnc(NC(=O)COc2ccc(C)cc2)s1	-14%	-7	-11%	-17%	-1.5	-2%	-1%	1%
CCOn1c(=O)c[n+]([O-])c2ccccc21	-7%	1	13%	-1%	-0.6	-4%	1%	12%

High-throughput results from PubChem.
